FXIIa mix inh = blocks human factor XIIa in pooled compound mixtures; P00748; purified FXIIa, fluorogenic substrate; inhibition, % at 5 µM; hit rate 0.2% among 62,000; AID 684;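 note: 0% = enzyme without compound and 100% = no enzyme blank; some results filed as inactive read as strong as hits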
CatS block = blocks human cathepsin S protease activity; AID 501; hit rate 0.06% among 62,000; P25774; recombinant cathepsin S, AMC dipeptide fluorescence, pooled mixtures; inhibition, %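 (tested at 5 µM per compound within 10-compound mixtures)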; in the data active = inhibition above about 32%, passing the limit was not always enough;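 note: 0% = enzyme without compound and 100% = blank without enzyme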
Target sequence (P25774 115-331 limits assumed): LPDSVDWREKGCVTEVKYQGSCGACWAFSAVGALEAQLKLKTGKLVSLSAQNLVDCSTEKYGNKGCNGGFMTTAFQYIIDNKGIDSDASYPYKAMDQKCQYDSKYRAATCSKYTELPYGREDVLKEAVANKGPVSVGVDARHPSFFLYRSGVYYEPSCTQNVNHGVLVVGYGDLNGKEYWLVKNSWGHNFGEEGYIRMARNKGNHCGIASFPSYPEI
JNK3 blocker = inhibitors of human JNK3 kinase | hit rate 0.61% among 60,000 | inhibition, % at 8 µM | purified JNK3 kinase activity, HTS | AID 746; in the data active = inhibition above about 17%;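 note: 0% = DMSO and 100% = reference inhibitor; many of its hits are not listed in these tables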
Target sequence (P53779 whole entry, looked up): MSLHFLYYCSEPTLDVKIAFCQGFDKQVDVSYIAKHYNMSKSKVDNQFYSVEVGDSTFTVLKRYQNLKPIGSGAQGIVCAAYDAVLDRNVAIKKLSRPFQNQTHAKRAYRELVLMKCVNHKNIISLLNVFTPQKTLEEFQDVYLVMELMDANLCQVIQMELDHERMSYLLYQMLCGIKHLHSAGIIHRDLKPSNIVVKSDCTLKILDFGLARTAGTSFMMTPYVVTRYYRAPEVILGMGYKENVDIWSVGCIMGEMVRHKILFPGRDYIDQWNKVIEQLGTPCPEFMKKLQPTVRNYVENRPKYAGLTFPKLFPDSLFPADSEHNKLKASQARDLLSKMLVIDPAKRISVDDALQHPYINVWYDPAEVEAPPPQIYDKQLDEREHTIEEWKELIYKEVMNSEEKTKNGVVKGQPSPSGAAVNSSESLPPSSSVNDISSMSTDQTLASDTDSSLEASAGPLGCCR
PKA kinase inh = blocks human protein kinase A activity. P17612. PKA Kemptide phosphorylation, Kinase-Glo ATP luminescence. inhibition, % at 6 µM. hit rate 0.1% among 65,000. AID 524;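 active = inhibition above the screen-wide mean inhibition plus 3 SD, cut at about 21% in these data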; note: many of its hits are not listed in these tables
CatL inh = inhibitors of human cathepsin L; P07711; purified cathepsin L, fluorogenic substrate, fluorescence; inhibition, %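 (tested at 10 µM)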; hit rate 0.17% among 58,000; AID 460; in the data active = inhibition above about 45%;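 note: 0% = enzyme with no compound and 100% = no enzyme blank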
Target sequence (P07711 114-288 limits assumed): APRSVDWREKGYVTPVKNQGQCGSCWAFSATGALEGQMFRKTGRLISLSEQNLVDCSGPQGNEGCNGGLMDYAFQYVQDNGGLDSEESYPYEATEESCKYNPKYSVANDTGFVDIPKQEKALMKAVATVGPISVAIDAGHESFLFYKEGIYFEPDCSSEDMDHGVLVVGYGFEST
Target sequence (P07711 292-333 limits assumed): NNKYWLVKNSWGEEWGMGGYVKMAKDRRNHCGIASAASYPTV
C1s block = blocks human complement C1s protease activity. purified C1s, fluorogenic AMC substrate, pooled mixtures. mean inhibition % of two 10-compound mixtures (hits give high values), % at 5 µM (by protocol). P09871. hit rate 0.16% among 62,000;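 active = inhibition above 20% in each of the two 10-compound mixture wells holding the compound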;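 note: 0% = enzyme wells lacking compound mixture and 100% = no-enzyme blank wells; some compounds called inactive have numbers as strong as hits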
CatG inh = inhibitors of human cathepsin G | AID 581 | hit rate 0.2% among 62,000 | inhibition, % at 5 µM (by protocol) | P08311 | purified enzyme, AMC-tetrapeptide fluorescence, pooled mixtures;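 active = inhibition above 20% in each of the two mixture wells holding the compound; inactive = inhibition of 20% or less in either well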;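 note: 0% = enzyme control without mixture and 100% = blank lacking enzyme; strong numbers were not always called active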
FXIa inh mix = blocks human factor XIa in pooled compound mixtures | purified FXIa, fluorogenic substrate | P03951 | hit rate 0.19% among 62,000 | inhibition, % at 5 µM | AID 680;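 note: each value is inhibition by a whole ten-compound pool holding the compound; 0% = enzyme with no mixture and 100% = wells lacking enzyme; strong numbers were not always called active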
ROCK2 blocker = ROCK2 (human) kinase inhibition; O75116; purified ROCK2, Kinase-Glo ATP depletion luminescence; inhibition, % at 6 µM; hit rate 0.35% among 60,000; AID 604;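 active = inhibition above the screen-wide mean inhibition plus 3 SD, cut at about 18% in these data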;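 note: plate controls were DMSO wells for no effect and Y-27632 control wells after no-enzyme background subtraction for full effect; many of its hits are not listed in these tables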
An asterisk follows results filed as active; . = not tested or not shown. Cut-off read from the data, not from the text of the source, unless noted: active = inhibition above about 20% (passing the limit was not always enough); inactive = the rest.

FXIIa mix inh	CatS block	JNK3 blocker	PKA kinase inh	CatL inh	C1s block	CatG inh	FXIa inh mix	ROCK2 blocker	canonical_smiles
-1	-1	.	7	9	-2	-5	3	.	Cc1cc(NC(=O)C2CC2)ncc1NC(=O)C12CC3CC(CC(C3)C1)C2
14	3	2	8	-7	14	9	0	5	O=C(CCN1C(=O)COc2ccccc21)NCc1ccco1
-21	13	4	6	-2	-8	0	3	5	Cc1ccc(NC(=O)N2CCC(C(=O)NCCC3=CCCCC3)CC2)cc1
3	4	.	6	-9	6	7	2	.	COc1ccc2[nH]c(=O)c(CN(CCN(C)C)C(=O)NCc3ccccc3)cc2c1
0	7	-3	4	0	3	9	11	7	COC(=O)N1CN(C(=O)OC)CN(C(=O)OC)C1
26	3	4	1	0	-39	3	7	7	Cc1cc(Cl)c(S(=O)(=O)N2CCN(c3ccc(F)cc3)CC2)cc1OCC(N)=O
7	2	-2	-5	3	-3	-1	15	-1	COc1ccccc1N1CCN(C(=O)C(F)F)CC1
4	6	-6	4	0	-16	7	7	2	CCn1c(-c2ccc(N(C)C)cc2)nc2ccccc21
.	.	2	4	-5	.	.	.	15	N#C/C(=C\c1c(N2CCC(C(N)=O)CC2)nc2ccccn2c1=O)S(=O)(=O)c1ccccc1
5	10	-3	6	7	5	15	3	7	COCc1[nH]nc2c1C(c1cc(OC)c(O)c(OC)c1)C(C#N)=C(N)O2 (centres undefined)
0	-5	28*	10	0	-7	-8	4	0	O=C(CSc1ncccc1-c1nc2ccccc2[nH]1)N1CCN(c2ccccc2F)CC1
7	-8	0	1	-5	-83	2	-4	4	CCOC(=O)CNC(=O)CSc1nc2cccnc2n1Cc1ccccc1
3	4	6	-6	2	1	8	2	-3	O=C1C2CCCN2C(c2ccccc2)N1c1ccc(Cl)cc1 (centres undefined)
-3	-1	4	0	11	-74	-9	-25	3	CCNC(=O)C1CC(=O)N(Cc2ccc3c(c2)OCO3)C(=Nc2ccc(F)cc2)S1 (centres undefined)
1	6	-2	-6	16	-25	2	10	-2	O=C1C2CCCN2C(c2ccccc2F)N1c1ccc(F)cc1 (centres undefined)
9	3	-4	6	.	0	2	-1	5	O=C(Nc1cccc2ccccc12)N1CCN(Cc2ccccc2)CC1
-17	17	6	-2	-9	8	11	6	-1	COCC(=O)Nc1cccc(C(F)(F)F)c1
-7	1	-1	-1	-6	20	12	6	5	CN(C)C(=O)Nc1ccc(F)cc1F
13	15	2	3	-16	-8	3	5	5	COc1ccc(S(=O)(=O)C(C#N)c2nc3ccccc3nc2N2CCCC(C)C2)cc1 (centres undefined)
7	-6	-1	2	-8	-51	2	-12	6	CN(C(=O)C12CC3CC(CC(C3)C1)C2)C1CCS(=O)(=O)C1 (centres undefined)
7	-2	-4	13	7	12	10	6	7	CC1Cc2ccccc2N1C(=O)CSCC(=O)O (centres undefined)
4	-7	-2	6	.	1	-2	1	2	Cc1ccc(-n2cccc2C(=S)N=P(N(C)C)(N(C)C)N(C)C)cc1
-6	-6	-15	-7	0	-5	1	2	-4	COc1ccc(-c2nn3c(-c4ccncc4)nnc3s2)cc1OC
-4	2	-6	-2	.	17	7	7	-6	CC(=O)c1ccc(NC(=O)CSc2nnc(Cn3c(=O)sc4ccccc43)n2C)cc1
3	21	-7	-8	-4	-1	2	1	2	CCN(CC)CCNCc1ccc(-c2ccc(Cl)cc2)o1
13	13	-4	7	7	0	14	-3	3	O=S(=O)(Nc1ccc(N2CCCCC2)cc1)c1cccc2cccnc12
.	.	7	-1	1	.	.	.	-11	CC1(C)CC(=O)C2=C(C1)OC(N)=C(C#N)C21C(=O)N(CN2CCOCC2)c2ccccc21 (centres undefined)
12	-2	1	6	8	-34	4	-9	6	CCc1noc(C)c1C(=O)Nc1sc(C(=O)N(C)C)c(C)c1C(=O)OC
6	0	1	-5	16	6	9	6	1	Cc1cc(N2C(=O)CC(Cc3ccccc3)C2=O)no1 (centres undefined)
-18	-6	5	12	4	4	2	2	1	O=C(OCC(=O)N1CCOCC1)c1ccc[nH]c1=O
-8	10	3	4	-5	5	1	10	2	CCOC(=O)C(C)n1cnc2c(nnn2Cc2ccc(Cl)cc2)c1=O (centres undefined)
-2	-6	0	-1	-4	-27	-3	-2	-4	Cn1c(NCc2cccs2)nc2ccccc21
4	15	-2	7	8	14	14	10	4	Cc1cc(C)cc(Nc2ncc3c(n2)CC(c2ccco2)CC3=O)c1 (centres undefined)
5	-10	-2	3	8	2	1	2	7	N#CCSc1nnc(-c2ccccc2)c(-c2ccccc2)n1
1	-16	-3	8	31	9	7	3	4	CCc1c(O)nc(N2CCN(Cc3ccccc3)CC2)[nH]c1=O
8	4	5	9	18	-4	9	4	6	Cc1c(Cl)cccc1-n1nnnc1-c1cccs1
2	-2	-1	7	10	5	1	2	8	CCCCNc1ncnc2c1cnn2-c1ccc(Cl)cc1
4	11	4	-12	14	-3	8	16	1	Cc1cc2cc(CN(Cc3nnnn3C3CCCCC3)CC3CCCO3)c(=O)[nH]c2cc1C (centres undefined)
-10	0	5	7	-4	3	6	3	-4	O=C(Nc1nnc(-c2ccc(Cl)cc2)o1)c1ccccc1Br
-2	-5	1	10	.	-39	-11	2	7	COc1ccc(NC(=O)CSc2nncs2)cc1OC
3	18	1	3	12	-11	-9	2	-4	COc1cc(NC(=O)CS(=O)(=O)c2ccc(C)cc2)cc(OC)c1OC
18	11	-3	8	-6	-3	-5	1	1	Cc1cc(C)n(C(=O)CSc2nnc(SCC(=O)n3nc(C)cc3C)s2)n1
-10	0	4	-3	4	6	6	12	-7	O=C(Cn1c(-c2ccccc2)noc1=O)NCc1ccccc1
-1	-4	-1	6	.	-4	-2	4	0	Cc1nnc(SCC(=O)Nc2ccccc2NC(=O)CSc2nnc(C)s2)s1
-2	-6	.	-7	1	0	-1	7	.	CC(=O)Nc1ccccc1OCc1nnc(-c2cccs2)o1
3	-4	-4	8	4	-7	7	3	5	Cc1cc(NC(=O)Nc2cccc3ccccc23)no1
2	11	-9	-6	22	-13	3	8	2	O=C(O)CCc1ccc(-c2cccs2)n1NC(=O)c1ccc(O)cc1
-2	7	2	8	-11	3	9	-2	4	N#Cc1ccccc1Sc1ccccc1C(=O)OCC(=O)N1CCN(C(=O)c2ccco2)CC1
19	-7	13	8	15	-56	-3	0	5	O=C(Nc1nccs1)C12CC3CC(C1)CC(C(=O)Nc1nccs1)(C3)C2
6	-7	-1	10	15	-11	-2	5	4	CC(=O)N1CN(CCCn2ccnc2)Cc2c1sc1c2CCCC1
6	3	-9	3	6	-3	-3	3	9	CCOC(=O)N1CCC(NC(=O)CN2C(=O)CSc3ncccc32)CC1
2	-20	1	-5	0	6	0	12	-3	CCSc1ccccc1C(=O)N1CCN(c2ccccc2F)CC1
0	-2	6	13	16	8	8	3	6	OC1(c2ccccc2F)CCN(Cc2nnc(-c3ccccc3)o2)CC1
1	2	-7	2	7	-62	-9	0	0	CCOC(=O)COn1c(=O)c[n+]([O-])c2ccccc21
-16	-6	-2	5	-12	-6	4	3	8	Clc1ccc(-c2nn3c(-c4ccncc4)nnc3s2)c(Cl)c1
0	-1	0	14	-1	13	21	10	3	COC(=O)CCC(=O)N1CCc2cc(S(=O)(=O)N3CCN(c4ccccc4Cl)CC3)ccc21
10	-5	1	5	-5	1	6	2	-5	O=C(NCC(=O)N1CCCC1)c1cccs1
-1	-2	-10	4	1	2	6	3	1	Cc1ccc(N2CCN(C(=O)c3ccccc3F)CC2)c(C)c1
1	8	3	8	20	3	2	11	4	COc1cc2c(cc1OC)C(C)N(C(=O)Cn1ncc3c1-c1ccccc1OC3)CC2 (centres undefined)
2	-3	-5	-7	-4	-26	4	4	-8	Cn1cc(S(=O)(=O)NCc2cccs2)c(=O)n(C)c1=O

The closing 6 compounds of the section before open the next one:
FXIIa mix inh	CatS block	JNK3 blocker	PKA kinase inh	CatL inh	C1s block	CatG inh	FXIa inh mix	ROCK2 blocker	canonical_smiles
-16	-6	-2	5	-12	-6	4	3	8	Clc1ccc(-c2nn3c(-c4ccncc4)nnc3s2)c(Cl)c1
0	-1	0	14	-1	13	21	10	3	COC(=O)CCC(=O)N1CCc2cc(S(=O)(=O)N3CCN(c4ccccc4Cl)CC3)ccc21
10	-5	1	5	-5	1	6	2	-5	O=C(NCC(=O)N1CCCC1)c1cccs1
-1	-2	-10	4	1	2	6	3	1	Cc1ccc(N2CCN(C(=O)c3ccccc3F)CC2)c(C)c1
1	8	3	8	20	3	2	11	4	COc1cc2c(cc1OC)C(C)N(C(=O)Cn1ncc3c1-c1ccccc1OC3)CC2 (centres undefined)
2	-3	-5	-7	-4	-26	4	4	-8	Cn1cc(S(=O)(=O)NCc2cccs2)c(=O)n(C)c1=O
-5	5	.	-1	0	6	-1	12	.	CN(C)C(=O)N1CCN(C(=O)N(C)C)CC1
-1	4	4	6	-3	6	18	15	5	CC1(C)CC(=O)C=C(NCCc2ccc(S(N)(=O)=O)cc2)C1
-8	-2	-3	12	7	14	8	3	5	O=C(Cn1c(=O)n(-c2ccc(F)cc2)c(=O)c2sccc21)N1CCCC1
0	1	32*	6	13	16	11	5	4	OCCCN1c2ccccc2Nc2nnc(-c3ccccc3)cc21
-17	3	4	5	-5	1	6	2	8	CN(C(=O)C12CC3CC(CC(C3)C1)C2)C1(C)CCS(=O)(=O)C1 (centres undefined)
2	-11	-3	8	10	12	9	5	3	COCCn1nnnc1C(c1ccc(OC)cc1OC)N1CCN(c2ccccc2)CC1 (centres undefined)

Rewritten with each value named: two of the compounds above
CC1(C)CC(=O)C=C(NCCc2ccc(S(N)(=O)=O)cc2)C1
  FXIIa mix inh = -1	CatS block = 4	JNK3 blocker = 4	PKA kinase inh = 6	CatL inh = -3	C1s block = 6	CatG inh = 18	FXIa inh mix = 15	ROCK2 blocker = 5
O=C(Cn1c(=O)n(-c2ccc(F)cc2)c(=O)c2sccc21)N1CCCC1
  FXIIa mix inh = -8	CatS block = -2	JNK3 blocker = -3	PKA kinase inh = 12	CatL inh = 7	C1s block = 14	CatG inh = 8	FXIa inh mix = 3	ROCK2 blocker = 5
